MLLE-PAM2 inh – inhibitors of microRNA-mediated deadenylation, human PABP1 MLLE binding; inhibition, % at 20 µM; GST-MLLE / FITC-PAM2 fluorescence polarization; AID 588489; P11940; 360,000 compounds, 0.36% hits; in the data active = inhibition above about 35%, passing the limit was not always enough;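 also: plate controls were DMSO wells with GST-MLLE for no effect and wells lacking GST-MLLE protein for full effect; some results filed as inactive read as strong as hits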
FAS-TE inh – inhibitors of human fatty acid synthase thioesterase domain; 360,000 compounds, 0.67% hits; inhibition, % at 15 µM; AID 602261; recombinant FAS-TE, OMFH fluorogenic substrate, fluorescence endpoint;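 active = compounds whose normalised, plate-corrected inhibition of enzyme fluorescence in the single-dose primary screen is 50% or more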;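 also: 0% = DMSO with enzyme and 100% = substrate without enzyme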
CSN inh – blocks human CSN-mediated cullin deneddylation. Purified CSN, SCF-Nedd8-OG deneddylation, fluorescence polarization. Q92905. inhibition, % at 12.5 µM. 360,000 compounds, 0.38% hits;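 active = pattern-corrected inhibition above about 35%, with an unprinted fluorescence ratio check between 0.5 and 1.5, limit read from the data, passing the limit was not always enough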;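 also: 0% = enzyme with substrate and 100% = substrate without enzyme; some results filed as inactive read as strong as hits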
Target sequence (Q92905 whole entry, looked up, one chain of several): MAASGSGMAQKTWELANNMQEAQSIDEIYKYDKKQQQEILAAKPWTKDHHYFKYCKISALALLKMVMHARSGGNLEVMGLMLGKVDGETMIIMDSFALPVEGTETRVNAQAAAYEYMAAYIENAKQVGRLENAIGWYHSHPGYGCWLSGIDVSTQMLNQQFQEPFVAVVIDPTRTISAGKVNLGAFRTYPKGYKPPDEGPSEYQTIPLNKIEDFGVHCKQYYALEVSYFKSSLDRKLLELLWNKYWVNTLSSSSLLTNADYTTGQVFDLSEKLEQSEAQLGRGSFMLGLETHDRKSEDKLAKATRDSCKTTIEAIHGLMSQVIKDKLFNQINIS
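Material: human Csn5 produced in HEK293T cells; Input: enzyme 0.24 nM; Reagent: SCFSkp2-Nedd8OG substrate at 10 nM final; Dosing: 12.5 µM compound; Incubation: 90 min reaction at room temperature; Detection: fluorescence polarization of the substrate; Evaluation: % inhibition of substrate cleavage by Csn5; Control set: substrate-only high control, full reaction low control.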
eLon inh – inhibits E. coli Lon protease | P0A9M0 | purified E. coli Lon protease, fluorescence polarization | inhibition, % at 7.94 µM | 360,000 compounds, 0.42% hits; in the data active = inhibition above about 13%, passing the limit was not always enough;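 also: 0% = enzyme with probe and DMSO and 100% = no enzyme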
MT1-MMP act inh – inhibitors of human MT1-MMP activation. P50281. HT1080 RFP-PRO-GFP cells, GFP/RFP ratio fluorescence, overnight; percent of plate control window, DMSO zero. GFP/RFP ratio change, % at 20 µM. 360,000 compounds, 0.061% hits;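 active = GFP/RFP ratio change of at least 30% with cell ATP level not reduced by more than half and red fluorescence within 50% of control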; also: strong numbers were not always called active
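Assay system: HT1080 RFP-PRO-GFP cells | Dosing: 20 µM single dose, 1% DMSO | Incubation: Cells overnight before dosing, compound overnight, 37 °C, 5% CO2 | Evaluation: GFP/RFP fluorescence ratio | Control set: DMSO-only wells and HT1080 RFP-L50D-GFP cell wells as references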
Rpn11 block – Rpn11 (human) deubiquitinase inhibition; AID 588493; 360,000 compounds, 0.59% hits; calls only at 20 µM; O00487; human 26S proteasome, Ub4-pepOG fluorescence polarization; 20S core pre-blocked with epoxomicin;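 active = inhibition at 20 µM, scaled to each plate's controls, above about 33%, limit read from the data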
Target sequence (O00487 whole entry, looked up): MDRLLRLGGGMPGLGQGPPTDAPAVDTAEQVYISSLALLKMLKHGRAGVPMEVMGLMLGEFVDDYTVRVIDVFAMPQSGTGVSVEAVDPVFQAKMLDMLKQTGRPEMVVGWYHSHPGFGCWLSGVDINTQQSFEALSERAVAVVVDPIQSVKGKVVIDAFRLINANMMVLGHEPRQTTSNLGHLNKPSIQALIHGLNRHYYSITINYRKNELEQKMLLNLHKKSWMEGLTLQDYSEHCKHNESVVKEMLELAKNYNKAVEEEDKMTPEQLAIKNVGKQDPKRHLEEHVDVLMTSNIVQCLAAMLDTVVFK
MsrA inhibitor – inhibits bovine methionine sulfoxide reductase A; inhibition, % at 15.5 µM; purified bovine MsrA, absorbance read-out; 360,000 compounds, 0.75% hits; in the data active = inhibition above about 4.5%;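 also: 0% = vehicle wells with enzyme and 100% = reference inhibitor wells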
bovine MsrA act – bovine methionine sulfoxide reductase A activation; activation, % at 10.6 µM; AID 602163; purified bovine MsrA, absorbance read-out; 360,000 compounds, 0.3% hits; in the data active = activation above about 7.5%;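 also: 0% = vehicle and 100% = reference activator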
Rin1-Abl PPI inh – inhibitors of human Rin1-Abl protein interaction. P00519+Q13671. TR-FRET Rin1/Abl binding, biochemical. inhibition, % at 7.35 µM. 360,000 compounds, 0.4% hits; in the data active = inhibition above about 5%, passing the limit was not always enough
An asterisk follows results filed as active; i = inactive.

No.	Compound	MLLE-PAM2 inh	FAS-TE inh	CSN inh	eLon inh	MT1-MMP act inh	Rpn11 block	MsrA inhibitor	bovine MsrA act	Rin1-Abl PPI inh
1	CCn1ncc(Cl)c1C(=O)Nc1ccc2c(c1)CCC2	-4	8	-1	1	0	i	0.1	-2	3
2	Cc1nn(CC(=O)OC(C)C(=O)Nc2ccccc2[N+](=O)[O-])c(C)c1[N+](=O)[O-] (configuration not stated)	6	0	-15	-14	-3	i	1.9	-6	1
3	CCOC(=O)C1CCCN(c2c(NCCc3ccccc3)c(=O)c2=O)C1 (configuration not stated)	10	-2	1	3	3	i	-0.1	-1	-4
4	O=C(COc1ccc(Br)cc1Cl)Nn1cnnc1	8	-3	0	-15	3	i	3.1	-12	6
5	COc1ccc(CC(NC(C)=O)C(=O)NC2CCN(C(=O)Nc3ccc(Cl)cc3)CC2)cc1OC (configuration not stated)	-13	-9	0	-4	3	i	-0.3	-7	2
6	Cc1cnc(C(=O)OC(C)C(=O)c2c(C)[nH]c3ccccc23)cn1 (configuration not stated)	-12	-4	-1	0	-1	i	0.1	-5	1
7	O=[N+]([O-])c1ncn(Cc2ccccc2Cl)n1	-5	-11	3	-2	0	i	1.6	-1	0
8	COc1ccc(C2C3=C(CC(C)(C)CC3=O)Oc3ncn(CCO)c(=N)c32)cc1OC (configuration not stated)	1	-2	2	-2	1	i	0.2	-4	14*
9	COc1cccc(CNCCO)c1OCc1ccccc1	-1	-3	5	1	-2	i	1.6	-17	2
10	CC1=C(C(=O)OCc2ccccc2)C(c2cccc([N+](=O)[O-])c2)NC(=O)N1CCCCCC(=O)O (configuration not stated)	1	4	-1	21	7	i	0.0	-6	0
11	CCc1ccc(NC(=O)C(C)Sc2nc(-c3ccco3)c(C#N)c(=O)[nH]2)cc1 (configuration not stated)	-24	14	22	-13	-3	i	0.7	0	-12
12	Cc1cccc(N=C2NC(=O)/C(=C/c3cccnc3)S2)c1	-23	-3	2	-1	-8	i	1.5	-2	-1
13	COC(=O)c1ccc2c(=O)[nH]c(COC(=O)c3c(-c4ccccc4Cl)noc3C)nc2c1	-17	5	3	7	2	i	0.4	0	-2
14	C=CCNC(=O)C1CCN(S(=O)(=O)CC)CC1	2	-11	-3	-4	-6	i	1.7	-5	3
15	CCOc1ccc(NC(=O)COc2ccc3c(c2)CCC3)cc1OC	3	8	-2	-11	0	i	-0.2	0	2
16	CN1CCN(C2CN(CCc3ccccc3)S(=O)(=O)C2)CC1 (configuration not stated)	17	-13	1	3	-1	i	0.6	-3	-1
17	CCOC(=O)c1c(-c2ccccc2)csc1NC(=O)c1ccc(N2C(=O)CCC2=O)cc1	13	36	3	-14	3	i	-0.6	-1	3
18	COc1cc(C(=O)Nc2cccc(NC(=O)c3ccccc3)c2)cc(OC)c1OC	-10	-1	-1	-9	9	i	0.2	-2	-1
19	O=S(=O)(c1ccccc1)N1CCN(C(=S)NCc2ccccc2)CC1	-133	12	-4	10	1	i	-0.3	-8	3
20	Cc1ccc(S(=O)(=O)N2CCC(NC(=O)c3ccccc3)CC2)cc1	-1	-6	8	-7	1	i	0.5	-4	3
21	C/C(=N\NC(=O)c1ccccc1C)c1cccnc1	-4	-6	2	1	2	i	0.7	-2	-3
22	Cc1ccc(S(=O)(=O)N(C)Cc2ccc(C(=O)N/N=C/c3ccc(OC(F)F)cc3)cc2)cc1	13	-10	4	3	9	i	-0.5	-1	-6
23	COc1cccc(Cn2cnc3c(sc4nc(C)cc(C)c43)c2=O)c1	-6	20	0	-5	1	i	-1.1	0	1
24	Oc1c(C=C2N=c3ccccc3=N2)sc(=S)n1-c1ccc2ccccc2c1	-9	-2	-6	-6	0	i	-0.3	-8	1
25	O=C(N[C@H]1CCC(=O)N([C@H](CSc2ccccc2)Cc2ccccc2)CC1)OCc1ccccc1	2	15	3	6	-5	i	-0.1	-2	-1
26	N#C/C(=N\Nc1cccc(F)c1)C(=N)N1CCCCCC1	1	-4	-1	-1	2	i	2.2	-4	-4
27	O=C(/C=C/c1ccccc1[N+](=O)[O-])NCc1cccnc1	11	-16	-14	5	0	i	0.8	-3	-2
28	Cc1ccc(S(=O)(=O)N2CCC(C(=O)Nc3nnc(-c4ccco4)s3)CC2)cc1	-2	12	4	-1	3	i	-0.5	-4	5

Compounds above that have a halogen, in the order listed:
No.	Compound	MLLE-PAM2 inh	FAS-TE inh	CSN inh	eLon inh	MT1-MMP act inh	Rpn11 block	MsrA inhibitor	bovine MsrA act	Rin1-Abl PPI inh
1	CCn1ncc(Cl)c1C(=O)Nc1ccc2c(c1)CCC2	-4	8	-1	1	0	i	0.1	-2	3
4	O=C(COc1ccc(Br)cc1Cl)Nn1cnnc1	8	-3	0	-15	3	i	3.1	-12	6
5	COc1ccc(CC(NC(C)=O)C(=O)NC2CCN(C(=O)Nc3ccc(Cl)cc3)CC2)cc1OC (configuration not stated)	-13	-9	0	-4	3	i	-0.3	-7	2
7	O=[N+]([O-])c1ncn(Cc2ccccc2Cl)n1	-5	-11	3	-2	0	i	1.6	-1	0
13	COC(=O)c1ccc2c(=O)[nH]c(COC(=O)c3c(-c4ccccc4Cl)noc3C)nc2c1	-17	5	3	7	2	i	0.4	0	-2
22	Cc1ccc(S(=O)(=O)N(C)Cc2ccc(C(=O)N/N=C/c3ccc(OC(F)F)cc3)cc2)cc1	13	-10	4	3	9	i	-0.5	-1	-6
26	N#C/C(=N\Nc1cccc(F)c1)C(=N)N1CCCCCC1	1	-4	-1	-1	2	i	2.2	-4	-4
